HIV RNase H inh: inhibitors of HIV-1 reverse transcriptase RNase H; actives 1.9% (n = 65,000); RT-RNase H RNA/DNA duplex cleavage, fluorescence; inhibition, % at 10 µM; AID 565; in the data active means inhibition above about 50%
RmlCD inh mix: RmlC/RmlD inhibition, mixture screen | actives 0.39% (n = 110,000) | inhibition, % at 5.5 µM | RmlC/RmlD coupled enzyme inhibition, 384-well mixture HTS; in the data active means inhibition above about 30%, passing the limit was not always enough; inconclusive means no clear call, values can overlap the other calls; further: strong numbers were not always called active
Active calls of the source: *; ? = inconclusive; nt = not tested or not shown.

cpd	molecule	HIV RNase H inh	RmlCD inh mix
1	Cc1nnsc1Sc1cccc(C(F)(F)F)c1	nt	18.0
2	N#Cc1c(/N=C/c2cccs2)sc2c1CCC2	-17.3	1.4
3	COc1ccccc1N(C(C)=O)c1nc(C)cc(C)c1C#N	nt	5.2
4	CN1CC(c2ccc(C#N)cc2)C2(COc3ccccc3C2=O)C12C(=O)Nc1ccccc12 (stereo unspecified)	nt	4.3
5	O=C1C(=O)N(CNc2ccccn2)c2ccccc21	nt	-11.1
6	C=CCc1ccc(OCCOc2cccc(/C=N/n3cnnc3)c2)c(OC)c1	nt	3.6
7	Cc1ccc(-n2nnnc2SCC(=O)c2c(N)n(CC(C)C)c(=O)n(C)c2=O)cc1	10.2	4.0
8	CC1(C(=O)NC2CCCCCC2)CCC(=O)N1Cc1ccc2c(c1)OCO2 (stereo unspecified)	-8.2	-2.9
9	CCn1c(SCC(=O)NCC2CCCO2)nc2c(c1=O)SC(C)C2 (stereo unspecified)	-4.1	-6.5
10	CCOC(=O)c1c(C)n(CCO)c2ccc(O)cc12	6.3	9.1
11	Cc1ccc2[nH]cc(CCNC(=O)c3cccnc3)c2c1	nt	-6.9
12	Cc1cccc(N2C(=O)CN=C2Nc2nc(C)cc(C)n2)c1	nt	11.6
13	CC[n+]1c(C)sc2c(C)cc(C)cc21	nt	2.0
14	Cc1noc(C)c1C(=O)Nc1nc(C23CC4CC(CC(C4)C2)C3)cs1	-1.3	8.8
15	C/C(=N\OC(=O)c1ccc(Cl)c(Cl)c1)c1sc(C)nc1C	nt	-10.7
16	CC(Oc1cccc(F)c1)C(=O)/C=C\N(C)C (stereo unspecified)	nt	-12.2
17	Cc1ccnc(NC(=O)CCC(=O)N(CC(=O)NC2CCCCC2)Cc2ccc3c(c2)OCO3)c1	1.6	nt
18	Brc1ccc2cccnc2c1	nt	0.2
19	Cc1onc(-c2ccccc2)c1C(=O)Nc1cccc2nsnc12	-10.1	-8.1
20	CCOC(=O)c1c(-c2ccc(C)s2)csc1NC(=O)c1ccco1	13.2	nt
21	Cc1cccc(C(C#N)c2nc3ccccc3nc2C(F)(F)F)c1 (stereo unspecified)	nt	6.2
22	COc1c(C)cccc1C(=O)Nc1ccc(N2CCOCC2)c(Cl)c1	nt	-4.0
23	O=C(CCCN1C(=O)CCC1=O)Nc1ccc2c(c1)OCO2	12.5	10.4
24	Cn1nc(C(F)(F)F)c2cc(C(=O)NC3CC3)sc21	nt	11.7
25	COc1ccc2c(C)cc(=O)[nH]c2c1	nt	3.1
26	COC(=O)CN1C(=O)[C@@H]2[C@H](C1=O)[C@@H]1CC(C(=O)OC)=C[C@@H](C(=O)OC)[C@@H]3C1=C(C(=O)[C@]3(C)NC(=O)c1ccccc1)[C@@H]2C	nt	8.4
27	Cc1nc2c(Cl)cc(Cl)cc2[nH]1	nt	-11.7
28	Cc1ccc(S(=O)(=O)NNC(=O)C2CCN(S(=O)(=O)c3ccc(C)cc3)CC2)cc1	nt	5.6
29	CC1Cc2ccccc2N1C(=O)Cn1nc(C(=O)O)c2ccccc2c1=O (stereo unspecified)	1.1	6.7
30	O=C(CSCCc1ccccn1)Nc1cccnc1Cl	nt	8.3
31	Cc1cc(NC(=O)c2cc(-c3ccco3)on2)nn1Cc1ccc(Cl)cc1	-69.2	nt
32	CN1CCN(CCC(C#N)(c2ccccc2)c2ccccc2)CC1	1.9	3.9
33	CCCCC(=O)Nc1cccc(-c2cn3ccccc3n2)c1	nt	7.7
34	COc1ccccc1-n1cnnc1SCC(=O)c1cc(C)n(Cc2cccs2)c1C	-20.1	33.1
35	COc1ccc(C(=O)NCc2ccccc2OC)c(OC)c1	-38.4	8.3
36	CC(C)NCC(O)Cn1c2c(c3ccccc31)CCc1c-2cnn1-c1ccccc1 (stereo unspecified)	6.8	-48.4
37	CCOC(=O)C(CC(=O)O)N1CCCCC1 (stereo unspecified)	-1.7	0.0
38	Cc1[nH]c2ccccc2c1C(=O)CSc1nc2ccccc2c(=O)n1CCCN1CCOCC1	nt	3.6
39	COc1cccc(S(=O)(=O)NCc2ccc3c(c2)OCO3)c1	nt	7.1
40	O=C(NCC1CCCO1)c1ccc(/C=N/O)nc1 (stereo unspecified)	-9.3	?
41	CCCn1c(=NC(C)=O)c(C(=O)OCC)cc2c(=O)n3ccccc3nc21	-20.0	48.4*
42	CC(C)COC(=O)C1C2C=CC3(CN(C4CCCC4)C(=O)C13)O2 (stereo unspecified)	-1.9	-37.2
43	COc1ccc(CCNCc2ccc(SC)cc2)cc1	nt	-15.3
44	COc1ccccc1NC(=O)c1sc2nc(-c3ccco3)ccc2c1N	83.5*	9.7
45	O=C1CCCC2=C1C(c1ccsc1)CC(=O)N2c1ccccc1 (stereo unspecified)	-8.7	-10.0
46	CCOC(=O)C1CCCN(C(=O)C2CCN(c3nnc(-n4cccc4)s3)CC2)C1 (stereo unspecified)	-5.2	9.9
47	Cc1cc(C(=O)Nc2cccc(O)c2)co1	-3.1	9.1
48	CCOC(=O)c1c(C)[nH]c(C(=O)CN2C(=O)NC(C)(c3ccc4ccccc4c3)C2=O)c1C (stereo unspecified)	nt	-10.1
49	Cc1nc2sc3c(c2c(=O)o1)CCC3	-5.1	-0.6
50	CCn1c(SCc2nc3ccccc3[nH]2)nnc1-c1cccnc1	nt	-7.8
51	Cc1ccc(S(=O)(=O)c2ccc(C)cc2)cc1	nt	1.8
52	O=C(Nc1cccc(O)c1)c1cccc(S(=O)(=O)N2CCCC2)c1	-11.0	6.5
53	CCCSc1nc(C)nc2c1c(=O)n(C)c(=O)n2C	nt	-13.5
54	Cc1ccc(-c2cc(C(=O)Nc3cccnc3)c3ccccc3n2)o1	68.7*	-20.9
55	Cc1cc(N2CCCCCC2)nc2ccc(F)cc12	nt	-27.4
56	CCC1(C)Cc2c(sc3nnn(CC(=O)Nc4ccccc4C)c(=O)c23)CO1 (stereo unspecified)	nt	-11.4
57	Oc1ccccc1CNc1nc2ccccc2n1CCN1CCCCC1	14.5	-12.2
58	O=C(CSCc1nc2ccccc2[nH]1)N1CCN(c2cccc(Cl)c2)CC1	-9.6	3.0
59	CC(C)Oc1ccc(N2CC(C(=O)Nc3ccc4c(c3)OCO4)CC2=O)cc1 (stereo unspecified)	-5.0	0.9
60	CCC(SCC(=O)OC)C(=O)Nc1nnc(C(C)C)s1 (stereo unspecified)	-3.0	7.5

More structures.
cpd	molecule	HIV RNase H inh	RmlCD inh mix
61	Cc1cc(NC(=O)CS(=O)(=O)c2cn(Cc3cccc(F)c3)c3ccccc23)no1	-6.2	nt
62	N#C/C(=N\Nc1ccc(Cl)cc1)C(=O)c1ccccc1	nt	-8.0
63	Cc1ccc(NC(=S)NNc2ncc(C(F)(F)F)cc2Cl)c(C)c1	nt	7.7
64	CCC(=O)Nc1cc(C)c(NC(=O)CCc2ccccc2)cn1	-26.1	4.6
65	Nc1cc(=O)[nH]c(SCC(=O)Nc2cccc(Cl)c2)n1	nt	5.4
66	C=CCn1cc(Cl)c(=O)n(CC=C)c1=O	2.6	10.0
67	N=c1c(C(=O)NCc2ccccc2)cc2c(=O)n3ccccc3nc2n1CCCN1CCOCC1	-11.4	nt
68	O=C1CCCc2c1[nH]c1c(Br)cccc21	-29.2	4.9
69	COc1ccc(OC)c(S(=O)(=O)Nc2ccc(OCC(=O)O)cc2)c1	0.6	-149.1
70	CC(C)(C)NC(=O)Cn1nnc(-c2ccccc2NC(=O)c2ccco2)n1	nt	4.0
71	CCN(C(=O)CN1CCCc2ccccc21)c1c(N)n(Cc2ccccc2)c(=O)[nH]c1=O	1.0	nt
72	Cn1c(CCN2CCCCC2)nc2cc(NC(=O)NC3CCCCC3)ccc21	1.2	24.4
73	CCCSP1(=S)NCCCO1 (stereo unspecified)	4.1	-11.4
74	COC(=O)CCCC1=CC2=CC(=O)C(C)(OC(=O)c3cccs3)C(=O)C2=CN1CC(C)C (stereo unspecified)	nt	6.8
75	N#Cc1nc(-c2ccco2)oc1NCc1ccco1	-26.9	-0.1
76	Cc1ccc(S(=O)(=O)N2CCN(S(=O)(=O)N(C)C)CC2)cc1	-2.0	-16.9
77	Cc1ccc(SC[C@H](c2ccccc2)N2CCN(C)CCC2=O)cc1	nt	-11.3
78	CCC(=O)Oc1ccc(C(CC)C(CC)c2ccc(OC(=O)CC)cc2)cc1 (stereo unspecified)	5.7	-1.1
79	COc1ccc(-c2[nH]c(-c3cccc(OC)c3)nc2SCC(=O)NC2CCCC2)cc1	nt	-15.2
80	COC(=O)c1cc(NC(=O)C2COc3ccccc3O2)cc(C(=O)OC)c1 (stereo unspecified)	-9.2	-0.5
81	C=CCNc1nc(-c2ccccc2)c(C(=O)OCC)cc1C#N	nt	-3.4
82	Clc1ccc(-c2nc3cnccn3c2Nc2ccc3c(c2)OCO3)cc1	nt	-27.3
83	CC1CCc2c(sc3ncnc(SCC(=O)c4ccccc4)c23)C1 (stereo unspecified)	nt	-11.7
84	O=S1(=O)CC(NCc2ccccc2)C(Nc2ccccc2)C1 (stereo unspecified)	-7.2	-17.0
85	CCN1C(=O)CSC1=NC1C2CC3CC(C2)CC1C3 (stereo unspecified)	-17.1	0.3
86	Cc1cccc(NC(=O)CSc2nnc(-c3ccccc3)n2N)c1	-10.9	-6.4
87	COC(=O)CCN(C(C)=O)c1ccc(N)cc1	-5.7	-5.3
88	CCN1CCN(C(=O)CN(Cc2ccccc2)S(C)(=O)=O)CC1	6.8	-15.5
89	CC(Cl)C(=O)Nc1ncc(C(F)(F)F)cc1Cl (stereo unspecified)	nt	-8.6
90	CCN1CCN(Cc2c(O)ccc3c(=O)c(-c4ccc(OC)c(OC)c4)c(C(F)(F)F)oc23)CC1	-1.6	-8.8
91	Oc1c(C(c2cccs2)N2CCOCC2)sc2ncnn12 (stereo unspecified)	-3.9	6.6
92	COc1cccc(NC(=O)CSc2nnc(-c3cccs3)n2C)c1	2.6	8.4
93	O=C(Cc1coc(-c2ccc(F)cc2)n1)NC1CCCCC1	-12.1	-10.9
94	O=C1NC(=O)C2(C(=O)N1)C(c1ccc(F)cc1)NC(=S)NC2c1ccc(F)cc1 (stereo unspecified)	nt	5.6
95	CCCc1cc(=O)oc2c(C)c(O)c(CN3CCCCC3)cc12	-0.9	125.1
96	Cc1cc(N)n(-c2ccc3ccccc3c2)n1	nt	-5.5
97	Cn1c(N2CCC(C(N)=O)CC2)nc2c1c(=O)n(Cc1ccc(Br)cc1)c(=O)n2C	-13.3	3.7
98	O=C1CC(C2CCCO2)C(=O)N1c1cccc(Cl)c1 (stereo unspecified)	-6.6	-9.3
99	c1ccc(Cn2nnc3cnccc32)cc1	-2.1	-7.0
100	CCN(C(=O)COC(=O)C(Cc1ccccc1)N1C(=O)c2ccccc2C1=O)C1CCS(=O)(=O)C1 (stereo unspecified)	-7.7	27.6
101	CSc1nc2ccccc2cc1/C=C(\C#N)c1ccc(Cl)c(Cl)c1	nt	-20.4
102	CCc1cc(=O)n2c([nH]c3ccccc32)c1C#N	nt	20.5
103	COC(=O)c1ccc(CON2C(=O)c3ccccc3C2=O)cc1	nt	-1.6
104	Cc1ccc(CNC(=O)CCCn2c(=O)c3ccccc3n(CC(=O)NCc3ccco3)c2=O)cc1	3.8	-6.7
105	CCOC(=O)C1CCN(Cc2cn[nH]c2-c2ccc(C)cc2)CC1	0.0	4.0

Part of the list above, in transposed form:
[54] Cc1ccc(-c2cc(C(=O)Nc3cccnc3)c3ccccc3n2)o1
[55] Cc1cc(N2CCCCCC2)nc2ccc(F)cc12
[56] CCC1(C)Cc2c(sc3nnn(CC(=O)Nc4ccccc4C)c(=O)c23)CO1 (stereo unspecified)
[57] Oc1ccccc1CNc1nc2ccccc2n1CCN1CCCCC1
[58] O=C(CSCc1nc2ccccc2[nH]1)N1CCN(c2cccc(Cl)c2)CC1

entry no.	54	55	56	57	58
HIV RNase H inh	68.7*	nt	nt	14.5	-9.6
RmlCD inh mix	-20.9	-27.4	-11.4	-12.2	3.0

Remaining list, next part.
cpd	molecule	HIV RNase H inh	RmlCD inh mix
106	COc1cccc(NC(=O)C2C3C=CC(O3)C2C(=O)NCc2cccnc2)c1 (stereo unspecified)	nt	-0.7
107	COC(=O)C1[C@H]2C(=O)N(Cc3cccs3)C[C@]23C=C[C@H]1O3 (stereo partly specified)	-12.0	2.6
108	Cc1cc(/C=N/NC(=O)CC2(C)OCCO2)c(C)n1-c1cc(Cl)cc(Cl)c1	nt	3.6
109	Fc1ccccc1CSc1nncn1NCc1cccs1	nt	-14.9
110	C[C@@H]1C=C(C(=O)N2CCN(C)CC2)O[C@H](OCc2ccc(CO)cc2)C1	nt	4.5
111	CC(C)(C)NC(=O)C(c1ccccn1)N(C(=O)C1CSC(=O)C1)c1ccc(F)cc1 (stereo unspecified)	nt	-27.8
112	Cc1cccc(N2C(=O)CC(N(O)c3ccccc3)C2=O)c1 (stereo unspecified)	1.8	3.0
113	CSc1ncc(C(=O)O)n1-c1ccc(F)cc1	13.1	4.4
114	CCOC(=O)C1CC=C(Cl)CC1C(=O)Nc1nccs1 (stereo unspecified)	-4.8	-1.4
115	COc1ccc(C2=NOC(C(=O)NC3CCCCC3)C2)cc1OC (stereo unspecified)	-2.7	41.0
116	O=C(Nc1nc(-c2ccccc2)cs1)c1ccc(Br)o1	66.2*	11.5
117	CCN(c1ccc(C(O)(C(=O)OC)C(F)(F)F)cc1)S(=O)(=O)c1ccccc1 (stereo unspecified)	-7.0	14.4
118	Cc1cccc(N2CCN(C(=O)C3CCCN(S(=O)(=O)c4cnc[nH]4)C3)CC2C)c1 (stereo unspecified)	-4.9	4.5
119	COc1ccc2[nH]c(=O)c(CN(Cc3ccco3)Cc3nnnn3Cc3ccccc3)cc2c1	0.2	-5.4

From PubChem

This is a subset (hit frequency here may not be typical).
